SRC2 TRFRET art: flags TR-FRET format artefacts in PPARgamma SRC-2 recruitment agonist screen; TR-FRET artefact counter-screen; hits give high values; TR-FRET ratio at 8 µM; 200,000 tested, 0.4% active; AID 1049; in the data active = TR-FRET ratio above about 2000; note: inactives centre near 1500; reference of the scale not given here
TNAP inh hi DEA: TNAP (human) inhibition, high acceptor; AID 1135; inhibition, % at 20 µM; purified TNAP, CDP-star luminescence, 1 M DEA; 200,000 tested, 0.03% active;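 active = over 50% inhibition of tissue-nonspecific alkaline phosphatase at 20 µM in the single-dose screen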;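 note: plate controls were DMSO wells for no effect and EDTA-quenched wells as full inhibition for full effect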
Target sequence (P05186 whole entry, looked up): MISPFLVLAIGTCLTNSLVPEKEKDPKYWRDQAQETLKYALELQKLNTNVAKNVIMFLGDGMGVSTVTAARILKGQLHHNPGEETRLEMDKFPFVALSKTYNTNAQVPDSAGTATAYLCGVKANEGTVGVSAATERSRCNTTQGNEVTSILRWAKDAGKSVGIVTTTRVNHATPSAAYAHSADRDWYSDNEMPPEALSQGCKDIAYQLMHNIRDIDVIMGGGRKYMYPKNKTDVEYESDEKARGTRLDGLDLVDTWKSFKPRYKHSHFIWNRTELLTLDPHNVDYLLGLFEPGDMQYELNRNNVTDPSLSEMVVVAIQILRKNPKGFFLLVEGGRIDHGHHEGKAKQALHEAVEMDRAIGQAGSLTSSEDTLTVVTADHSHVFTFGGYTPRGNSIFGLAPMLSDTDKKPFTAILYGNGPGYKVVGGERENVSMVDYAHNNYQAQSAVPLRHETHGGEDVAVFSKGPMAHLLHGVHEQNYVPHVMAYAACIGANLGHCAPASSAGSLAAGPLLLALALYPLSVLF
PPARg SRC-1 ag: promotes SRC-1 coactivator recruitment by human PPARgamma. P37231. PPARgamma-SRC-1 coactivator recruitment biochemical assay. activation, % at 8 µM. 200,000 tested, 0.41% active; in the data active = activation above about 19%;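 note: 0% = DMSO and 100% = reference agonist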
HMGR II inh: E. faecalis class II HMG-CoA reductase inhibition; purified E. faecalis HMGR, NADPH absorbance 340 nm kinetic; inhibition, % at 10 µM; 190,000 tested, 0.41% active; AID 1066;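 active = inhibition above a set limit, the median over all tested compounds plus 3 SD, cut at about 9.5% in these data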;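 note: enzyme runs in reverse so mevalonate oxidation gives rising NADPH absorbance; 0% = complete reaction with DMSO and 100% = background rate lacking mevalonate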
TNAP act hiacc: increases human TNAP activity under high phosphate acceptor concentration. 200,000 tested, under 10 active. P05186. purified TNAP, CDP-star luminescence, 1 M DEA, 30 min; hits give high values; 0 = EDTA background, 1 = DMSO-only activity. AID 1136. activation factor at 20 µM;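 active = activation factor at least 2 at 20 µM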
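Test system – human TNAP · Doses – 20 µM single point · Incubation – 30 min, room temperature · Signal – luminescent substrate turnover signal · Read-out basis – activation factor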
PPARg SRC-2 ag: PPARgamma-driven SRC-2 recruitment agonism | P37231 | PPARgamma LBD-SRC-2 recruitment, biochemical | activation, % at 8 µM | 200,000 tested, 0.34% active | AID 1032; in the data active = activation above about 22%;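 note: 0% = vehicle and 100% = reference agonist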
bIAP inhibitor: intestinal alkaline phosphatase (bovine) inhibition | purified bovine IAP, CDP-star luminescence, 30 min | inhibition, % at 20 µM | 190,000 tested, under 10 active | AID 1019;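 active = over 50% inhibition of intestinal alkaline phosphatase at 20 µM in the single-dose screen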
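Incubation: 30 min reaction at room temperature / Material: purified bovine intestinal alkaline phosphatase (IAP) enzyme / Input: enzyme at 1/65,000,000 dilution / Dosing: 20 µM single dose / Signal: CDP-star luminescence signal / Reagent: CDP-star chemiluminescent phosphatase substrate, 30 µM final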
PPARg SRC-3 ag: agonists of human PPARgamma SRC-3 coactivator recruitment. P37231. biochemical PPARgamma/SRC-3 coactivator recruitment assay. activation, % at 8 µM. 200,000 tested, 0.26% active. AID 731; in the data active = activation above about 23%;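 note: 0% = DMSO and 100% = reference agonist; some compounds past the cut are filed as inactive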
bIAP activator: increases bovine intestinal alkaline phosphatase activity; purified bovine IAP, CDP-star luminescence, 30 min; hits give high values; fold of DMSO-control signal, blank-subtracted; activation factor at 20 µM; 200,000 tested, 0.17% active;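 active = activation factor of 2 or more at 20 µM, a signal rise over negative controls twice the positive control's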
TNAP inh no acc: inhibitors of human TNAP without phosphate acceptor; inhibition, % at 20 µM; P05186; 200,000 tested, 0.26% active; purified TNAP, CDP-star luminescence, 30 min;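 active = tissue-nonspecific alkaline phosphatase inhibition above about 50% at 20 µM in the single-dose screen, limit read from the data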;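 note: 0% = DMSO negative control and 100% = EDTA positive control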
Active calls of the source: *. Compounds as they come (roughly 1.6% active in at least one column).

entry	molecule	PPARg SRC-3 ag	PPARg SRC-1 ag	bIAP activator	PPARg SRC-2 ag	TNAP inh hi DEA
1	CC(O)c1n(C)c(Cl)c[n+]1C (stereo not drawn)	3	2	0.9	9	-5
2	COc1ccc(/C=N/NC(=O)c2nonc2C)cc1	12	3	1	12	2
3	Cc1c(NC(=S)/C=C2\N(C)c3ccccc3C2(C)C)c(=O)n(-c2ccccc2)n1C	11	1	0.7	8	2
4	Cc1cc(C(=O)OCC(=O)Nc2ccccc2)c(C)o1	-1	-11	0.9	1	-2
5	COC(=O)c1c(NC(C)=O)sc(C)c1C	-1	-6	1.1	-9	0
6	CCOCc1nnc(NC(=O)c2ccc(NC(C)=O)cc2)s1	-1	-5	1.2	-4	-1
7	O=C(NCC1CCCO1)c1cc2c(s1)CCC2 (stereo not drawn)	-5	4	1.1	0	3
8	CCC(Cc1ccccc1)NC(=O)C1=C(C)C(=O)OC12CCC(C)CC2 (stereo not drawn)	3	1	0.9	15	0
9	O=C(c1coc(=O)c(Br)c1)N1CCCc2ccccc21	-1	-5	1	1	-3
10	CCCCNC(=S)NC(=O)c1ccc([N+](=O)[O-])cc1	-1	3	0.9	-1	-3
11	COc1ccc(/C=N/NC(=O)c2ccc(COCC(F)(F)C(F)F)cc2)cc1	-5	0	1	-5	-5
12	C=CCCCCCCCCC(=O)NNC1=CC(=O)CC(C)(C)C1	14	2	1	7	-2

entry	bIAP inhibitor	TNAP inh no acc	SRC2 TRFRET art	TNAP act hiacc	HMGR II inh
1	9	-23	1555	1.1	-11
2	-4	0	1790	1	0
3	27	5	1545	1	3
4	11	-5	1411	1	0
5	-10	0	1471	1	-3
6	-16	-3	1480	1	-5
7	-10	-6	1538	1	-1
8	5	5	1573	1	-11
9	0	9	1604	1	-1
10	11	1	1338	1	-6
11	-1	-7	1455	1.1	-3
12	2	-7	1780	1	-10

Remaining list, next part.
entry	molecule	PPARg SRC-3 ag	PPARg SRC-1 ag	bIAP activator	PPARg SRC-2 ag	TNAP inh hi DEA
13	C=CCn1c(COc2ccccc2F)nnc1SCC(=O)Nc1cc(C)on1	-2	-5	1.1	3	0
14	Cc1nn(Cc2ccccc2Cl)c(C)c1NC(=O)c1noc2c1CCCCC2	-10	10	1	0	-2
15	Cn1cnnc1SCc1cccc(Br)c1	-10	-2	0.9	-10	-10
16	O=C(COc1ccc(Cl)cc1Cl)Nc1ccc(CN2CCCCC2)cc1	4	0	0.9	4	-8
17	O=C(O)C(CCCCN1C(=O)c2ccccc2C1=O)N1C(=O)c2ccccc2C1=O (stereo not drawn)	3	-9	1.1	-8	-1
18	Cc1ccc2ncccc2c1[N+](=O)[O-]	3	4	0.8	13	1
19	O=C(CCn1ccc2ccccc21)Nc1ccc(N2CCOCC2)cc1	-9	1	1	1	-6
20	O=C1CC(c2ccccc2)n2nc(N3C(=O)CCC3=O)nc2N1 (stereo not drawn)	4	3	0.9	8	-7
21	CCOc1ccc(-c2noc(CCC(=O)O)n2)cc1	9	-2	0.9	7	-5
22	Cn1cccc1Cc1nnc(SCC(=O)NCc2ccco2)n1-c1ccc(F)cc1	7	3	1	-5	0
23	O=C(CSc1ncnc2c1oc1ccccc12)N1CCCc2ccccc21	39*	16	1	40*	-4
24	CC1(C(=O)NC2CCCCCCC2)CCC(=O)N1Cc1cccnc1 (stereo not drawn)	-3	2	1	2	-5

entry	bIAP inhibitor	TNAP inh no acc	SRC2 TRFRET art	TNAP act hiacc	HMGR II inh
13	-10	-2	1560	1	4
14	1	-2	1674	1	-8
15	12	-6	1536	1.1	5
16	11	-9	1614	1.1	-1
17	-11	-5	1586	1	-5
18	15	-17	1788	1	-5
19	-4	-10	1455	1.1	-1
20	9	-4	1636	1.1	1
21	5	-15	1374	1.1	-8
22	-3	-8	1647	1	-1
23	1	-1	1981*	1	3
24	-3	-12	1553	1	-2

Additional records follow:
entry	molecule	PPARg SRC-3 ag	PPARg SRC-1 ag	bIAP activator	PPARg SRC-2 ag	TNAP inh hi DEA
25	COc1ccc(CN(CC(=O)NCC2CCCO2)C(=O)CNS(=O)(=O)c2ccc(C)cc2)cc1 (stereo not drawn)	14	-5	1	2	2
26	CC(C)[C@H]1CC[C@@H](C)C(C(=O)c2ccccc2)C1=O (stereo partly drawn)	0	2	1	-1	-1
27	COc1ccc(C/C(C)=N/NC(=O)c2cc(C)oc2C)cc1	-3	3	1	9	-5
28	CC(C)CCn1nnnc1CN1CCN(c2ccccc2)CC1	5	0	1	2	1
29	CCCn1c2ccccc2c2nnc(SC(CC)C(=O)Nc3sc4c(c3C#N)CCCC4)nc21 (stereo not drawn)	8	5	0.9	16	8
30	CCCCNC(=S)N/N=C/C1=CCC2CC1C2(C)C (stereo not drawn)	1	-7	0.9	3	3
31	Fc1ccc(/C=N/N2CCOCC2)c(F)c1	5	-1	1	4	2
32	Cc1nn(C(C)C(=O)Nc2sc3c(c2C#N)CCCC3)c(C)c1[N+](=O)[O-] (stereo not drawn)	12	6	0.9	5	-4
33	CC(=O)c1c(C)[nH]c(C(=O)Nc2ccc(Cl)c(S(=O)(=O)N(C)C)c2)c1C	4	5	1	8	3
34	COC(=O)C(NC(=O)c1ccco1)(Nc1nc(C2CC2)cs1)C(F)(F)F (stereo not drawn)	-1	2	1	3	-5
35	COc1ccc(N2C(=S)NC3N2C(=S)NC3(C)c2ccccc2)cc1 (stereo not drawn)	5	7	0.9	0	0
36	Cc1csc(NC(=O)c2ccc(C)c(S(=O)(=O)N3CCCCC3)c2)n1	-3	4	1	5	-4

entry	bIAP inhibitor	TNAP inh no acc	SRC2 TRFRET art	TNAP act hiacc	HMGR II inh
25	-3	-3	1555	1	0
26	-1	4	1587	1	-3
27	2	-4	1482	1	1
28	-3	-3	1568	1	-3
29	11	0	1607	0.9	-2
30	11	-17	1530	1	2
31	3	-4	1741	1	-6
32	7	-4	1529	1	-7
33	-3	2	1713	1	-2
34	1	-13	1663	1	1
35	7	-15	1661	1	-8
36	-3	-11	1490	1	-6

14 compounds from above, sorted by heavy-atom count, smallest number first.
entry	molecule	PPARg SRC-3 ag	PPARg SRC-1 ag	bIAP activator	PPARg SRC-2 ag	TNAP inh hi DEA
18	Cc1ccc2ncccc2c1[N+](=O)[O-]	3	4	0.8	13	1
5	COC(=O)c1c(NC(C)=O)sc(C)c1C	-1	-6	1.1	-9	0
31	Fc1ccc(/C=N/N2CCOCC2)c(F)c1	5	-1	1	4	2
7	O=C(NCC1CCCO1)c1cc2c(s1)CCC2 (stereo not drawn)	-5	4	1.1	0	3
2	COc1ccc(/C=N/NC(=O)c2nonc2C)cc1	12	3	1	12	2
9	O=C(c1coc(=O)c(Br)c1)N1CCCc2ccccc21	-1	-5	1	1	-3
6	CCOCc1nnc(NC(=O)c2ccc(NC(C)=O)cc2)s1	-1	-5	1.2	-4	-1
20	O=C1CC(c2ccccc2)n2nc(N3C(=O)CCC3=O)nc2N1 (stereo not drawn)	4	3	0.9	8	-7
35	COc1ccc(N2C(=S)NC3N2C(=S)NC3(C)c2ccccc2)cc1 (stereo not drawn)	5	7	0.9	0	0
8	CCC(Cc1ccccc1)NC(=O)C1=C(C)C(=O)OC12CCC(C)CC2 (stereo not drawn)	3	1	0.9	15	0
23	O=C(CSc1ncnc2c1oc1ccccc12)N1CCCc2ccccc21	39*	16	1	40*	-4
14	Cc1nn(Cc2ccccc2Cl)c(C)c1NC(=O)c1noc2c1CCCCC2	-10	10	1	0	-2
22	Cn1cccc1Cc1nnc(SCC(=O)NCc2ccco2)n1-c1ccc(F)cc1	7	3	1	-5	0
29	CCCn1c2ccccc2c2nnc(SC(CC)C(=O)Nc3sc4c(c3C#N)CCCC4)nc21 (stereo not drawn)	8	5	0.9	16	8

entry	bIAP inhibitor	TNAP inh no acc	SRC2 TRFRET art	TNAP act hiacc	HMGR II inh
18	15	-17	1788	1	-5
5	-10	0	1471	1	-3
31	3	-4	1741	1	-6
7	-10	-6	1538	1	-1
2	-4	0	1790	1	0
9	0	9	1604	1	-1
6	-16	-3	1480	1	-5
20	9	-4	1636	1.1	1
35	7	-15	1661	1	-8
8	5	5	1573	1	-11
23	1	-1	1981*	1	3
14	1	-2	1674	1	-8
22	-3	-8	1647	1	-1
29	11	0	1607	0.9	-2

The listing continues.
entry	molecule	PPARg SRC-3 ag	PPARg SRC-1 ag	bIAP activator	PPARg SRC-2 ag	TNAP inh hi DEA
37	Cc1ccc(-c2nn(C)c(=O)c3ccccc23)cc1CO	-4	3	0.6	-7	0
38	Cc1ccc(NC(=O)Cn2nnc(C(=O)NCc3cccs3)c2N)cc1	-1	5	1.1	1	-4
39	O=C(Nc1cccc([N+](=O)[O-])c1)Nc1ccc2c(c1)OCCO2	3	0	1.1	5	-1
40	O=C(COC(=O)c1n[nH]c2ccccc12)Nc1cccc(S(=O)(=O)N2CCOCC2)c1	4	7	0.9	10	-4
41	O=C1CCCC2=C1C(c1cccs1)Nc1ccccc1N2 (stereo not drawn)	5	-1	0.9	4	-5
42	Cc1ccc(C)c(S(=O)(=O)Nc2ccc(O)cc2)c1	2	-3	1	2	-3
43	CNC(=O)/C=C1\NC(C)(C)Cc2ccccc21	2	1	0.9	2	3
44	Cc1cc2nc(-c3ccc(SCC(=O)N4CCc5ccccc54)nc3)[nH]c2cc1C	8	0	1.1	-1	-7
45	COc1cccc(-c2csc(N3CCN(Cc4ccccc4)CC3)n2)c1	-1	3	1	7	-3

entry	bIAP inhibitor	TNAP inh no acc	SRC2 TRFRET art	TNAP act hiacc	HMGR II inh
37	39	-6	1445	1	-8
38	-9	-9	1406	1	0
39	-11	-5	1605	1	-5
40	7	2	1533	1	1
41	12	-2	1557	1.1	-4
42	3	-6	1491	1	-6
43	9	-6	1389	1	-2
44	-14	-10	2115*	1.1	0
45	-4	-2	1653	1	-5

Screening results deposited in PubChem by several laboratories.
